# bCat nuc transl – modulators of beta-catenin nuclear translocation, primary screen, imaging, HeLa cells, immunofluorescence, high-content. nuclear translocation activity, % at 5 µM. AID 1665, 2009. actives 0.3% (n = 190,000);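 active means nuclear translocation activity above 50% at 5 µM, with a well cell count of 50 or more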;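 further: per-cell ratio of nuclear to cytoplasmic median beta-catenin stain intensity; plate controls were DMSO negative control for no effect and GSK-3 inhibitor IX positive control for full effect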
#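 System: HeLa cells, endogenous beta-catenin; compound dosing: 5 µM primary single dose, 0.1% DMSO, 0.02–20 µM confirmation series; incubation: 24 h compound exposure at 37°C, 5% CO2; signal: beta-catenin immunofluorescence imaging with DAPI; evaluation: % activation, nuclear-to-cytoplasmic median beta-catenin signal ratio per cell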
# Insulin prom up – insulin promoter activators in MIN6 cells, imaging, high-content screening, mouse beta cells | MIN6 insulin promoter-GFP reporter; stronger effect = higher value | z-score at 5 µM | actives 0.3% (n = 190,000);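 active means z-score above 3 at 5 µM with at least 500 cells counted in the well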
# UTI89 phage lysis – inhibition of K1F phage lysis, E. coli UTI89, bacterial capsule biogenesis inhibitors, alamar blue (AID 488966); E. coli UTI89 K1F phage lysis, alamar blue, 2 h; higher % means a stronger effect; actives 0.02% (n = 340,000); inhibition, % at 100 µM; hits with a dose series show IC50 in µM;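 active means phage lysis inhibition, versus mean bacterial control, above a set limit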;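 further: capsule biogenesis inhibitors block K1F phage lysis so surviving cells raise fluorescence; higher fluorescence means more inhibition of phage lysis; actives were called in the ten point dose series up to 300 µM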
# M1AAP inhibition – P. falciparum M1AAP inhibitors, biochemical, fluorogenic H-Leu-NHMec substrate, 1536-well (AID 1445); Aminopeptidase N (Plasmodium falciparum (isolate 3D7)); inhibition, % at 30 µM; hits with a dose series show IC50 in µM; actives 0.42% (n = 220,000); recombinant M1AAP, H-Leu-NHMec fluorogenic kinetic assay; higher % means a stronger effect;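 active means primary inhibition above the hit cutoff, then over 50% inhibition at one or more dose response concentrations, cut at about 23% in these data, passing the limit was not always enough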;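 further: plate controls were DMSO full reaction for no effect and no enzyme background for full effect; strong numbers were not always called active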
# MT stabilizer – microtubule stabilizers in HeLa cells, primary screen, imaging, high-content imaging | HeLa tubulin immunostaining HCS, 24 h; share of cells brighter than vehicle mean+2SD | % tubulin-high responders, % at 10 µM | actives 0.83% (n = 200,000);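 active means plate Z-score above 3 for both tubulin-high and condensed-nucleus cell shares, with cell loss under 80%, at 10 µM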;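 further: anti alpha tubulin signal scored within the nucleus-defined area of each cell; some results filed as inactive read as strong as hits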
# ER stress rescue – rescue of cells from ER stress-induced death, primary screen, 384-well, CSM14.1, thapsigargin, ATP luminescence (AID 1222) | CSM14.1 thapsigargin-induced death rescue, ATP luminescence; higher % means a stronger effect | cellular ATP content (survival), % at 20 µM, or EC50 in µM where a hit was titrated | 190,000 tested, under 10 active;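 active means EC50 below 50 µM in the dose-response confirmation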;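 further: death triggered by thapsigargin at about 15 µM added after 2 h compound pretreatment; cell ATP read after overnight thapsigargin exposure of roughly 18 to 22 hours; normalized against plate controls of thapsigargin alone and 5% DMSO vehicle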
# Dynein transport – inhibitors of GR-EGFP nuclear translocation, primary screen, dynein cargo transport inhibitor project, imaging, high-content, 3617.4 mouse cells; test concentration mostly 20 µM; stimulated with dexamethasone, 1 µM; stronger effect = lower value; z-score, hits read low; actives 0.47% (n = 220,000); AID 1381, 2008;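 active means plate z-score of nuclear minus cytoplasmic receptor signal below a set negative limit, without overly bright fluorescence or cell loss, cut at about -3.5 in these data, passing the limit was not always enough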;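 further: z-score of nuclear minus cytoplasmic ring GR-EGFP intensity difference per well; some compounds called inactive have numbers as strong as hits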
#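 Also added – dexamethasone, 1.0 µM final · Buffer or medium – tet-free, stripped-serum medium · Schedule – induction 48 h, compound 1 h, agonist 30 min · Detection – formaldehyde fixation, Hoechst nuclear stain, 10x automated fluorescence imaging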
# M17LAP inhibition – P. falciparum M17LAP inhibitors, primary screen, biochemical, fluorogenic H-Leu-NHMec substrate, 1536-well (AID 1619) | Leucine aminopeptidase (Plasmodium falciparum (isolate 3D7)) | one-dose inhibition, % at 30 µM; IC50 in µM for titrated hits | actives 0.38% (n = 220,000) | recombinant M17LAP, H-Leu-NHMec fluorogenic kinetic assay; higher % means a stronger effect;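 active means compound inhibiting the enzyme by more than half at any dose during confirmatory dose-response retesting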;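 further: plate controls were full reaction with DMSO carrier for no effect and no enzyme background for full effect; strong numbers were not always called active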
# Autophagy mod – autophagy modulators in MEF cells, primary screen, imaging, high-content, MEF GFP-LC3; MEF GFP-LC3 puncta imaging; test concentration mostly 10 µM; calls only at 10 µM (by protocol); actives 0.98% (n = 190,000); AID 463193, 2010;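 active means percentage of spot-positive cells more than 3 SD above its plate mean, without a fluorescence outlier flag or 80% toxicity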;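 further: spot-positive cell cutoff set from DMSO-treated cells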
# Dynein transport cytoplasmic EGFP – second read-out of Dynein transport, no call of its own (marks repeat the call); z-score; measured here: cytoplasmic GR-EGFP intensity; stronger effect = higher value
# Dynein transport nuclear GR-EGFP – recorded beside Dynein transport, whose call it bears; z-score; measured here: nuclear GR-EGFP intensity;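 lower value marks the stronger effect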
# Dynein transport cell count – recorded beside Dynein transport, whose call it bears; z-score; measured here: cell count per field
# Insulin prom up cell count – recorded beside Insulin prom up, whose call it bears; cell count; measured here: cytotoxicity, nuclei count;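 total cells summed across four imaged fields per well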
# bCat nuc transl cell count 5 µM – recorded beside bCat nuc transl, whose call it bears; cell count; measured here: cell count, cytotoxicity flag
# MT stabilizer Hoechst-high % – recorded beside MT stabilizer, whose call it bears; % Hoechst-high responders; measured here: nuclear condensation Hoechst responders;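 share of cells brighter than vehicle mean plus two SD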
# MT stabilizer cytotoxicity % – second read-out of MT stabilizer, no call of its own (marks repeat the call); toxicity, %; measured here: cytotoxicity by cell density;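 0% = mean cell density of plate MIN control wells and 100% = no cells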
# Autophagy mod cell loss 18 h – recorded beside Autophagy mod, whose call it bears; toxicity, %; measured here: cell loss, nuclei count;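 cell loss after 18 h compound exposure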
# * marks the source's active call; other numbers are inactive results; i = inactive; x = no result given; + = active, no number; [ ] = another dose, or the depositor's remark. Rows are unselected. About 2.9% of those tested had a hit in this group.
Molecule	bCat nuc transl	bCat nuc transl cell count 5 µM	Insulin prom up	Insulin prom up cell count	UTI89 phage lysis	M1AAP inhibition	MT stabilizer	MT stabilizer Hoechst-high %	MT stabilizer cytotoxicity %	ER stress rescue	Dynein transport	Dynein transport cytoplasmic EGFP	Dynein transport nuclear GR-EGFP	Dynein transport cell count	M17LAP inhibition	Autophagy mod	Autophagy mod cell loss 18 h
CC(C)OC(=O)NS(=O)(=O)c1cccc([N+](=O)[O-])c1	1.9	1083	-0.87	1204	0.9%	-4.6%	2.6	1.9	0.5	-0.4%	1.13	-0.175	0.5	-0.339	6.3%	i	-5.8
Cc1ccc(F)c(NC(=O)c2ccc(Cn3cc(Cl)cn3)cc2)c1	1.4	1429	1.3	1357	-0.1%	4.4%	3.9	2.2	8.9	3.6%	-1.54	-0.239	-0.212	1.52	-1.3%	i	13.6
CC(=O)OC(/C(O)=C(\C#N)c1nc2ccccc2[nH]1)c1ccccc1 (stereo unspecified)	-5.3	981	0.53	1312	2.0%	-2.4%	1.0	1.3	2.6	3.4%	-0.786	-0.127	-0.327	0.925	5.1%	i	8.9
O=C(Cn1c(=O)[nH]c2ccsc2c1=O)N1CCN(c2ccc(F)cc2)CC1	-0.2	1216	x	x	x	-2.2%	2.4	0.8	19.3	-1.6%	-0.437	-0.104	0.458	0.256	-5.7%	i	1.4
O=C(Nc1ccccc1)N1CCCN(c2ccc(C(F)(F)F)cn2)CC1	1.4	1384	0.26	1107	0.3%	5.2%	x	x	x	x	0.677	-0.128	0.832	-1.48	11.0%	x	x
COc1cccc(CNC(=O)c2cc3ccccn3n2)c1	x	x	-0.17	1032	9.2%	0.8%	2.3	4.0	6.0	0.2%	-0.266	-0.14	-0.126	-0.235	-6.0%	i	17.6
Cc1ccc(CN2CCN(Cc3cn[nH]c3-c3cccc(F)c3)CC2CCO)o1 (stereo unspecified)	-1.0	948	0.82	1501	0.3%	-2.5%	4.9	3.0	0.5	-1.3%	-1.37	-0.244	-0.848	1.35	-3.1%	i	-28.8
CN(C)NC(=S)Nc1ccc(S(=O)(=O)N2CCCCC2)cc1	-2.5	1186	-0.25	1425	-1.4%	4.8%	x	x	x	x	-0.573	-0.276	-0.485	0.29	-1.7%	x	x
O=C(NCCC1=CCCCC1)c1cnsn1	0.3	1058	0.96	1255	2.5%	-0.6%	1.3	2.0	6.5	-0.6%	-1.11	-0.277	-0.51	0.479	-0.5%	i	2.9
CCOC(=O)NN1C(=O)c2ccccc2NC1C (stereo unspecified)	0.0	450	x	x	-0.2%	19.7%	1.3	0.9	7.9	-1.0%	-0.776	-0.286	-0.348	0.631	-42.6%	i	12.7
CC(C)C1C(C#N)=C(N)Oc2n[nH]c(-c3ccc4ccccc4c3)c21 (stereo unspecified)	-7.0	1237	x	x	0.1%	1.1%	32.5*	7.7*	78.2*	-3.7%	-0.189	0.206	0.283	-0.598	37.8%	+	40.5*
Cc1c(Br)c([N+](=O)[O-])nn1C(C)C(=O)Nc1nccs1 (stereo unspecified)	-0.5	1373	-0.5	1424	1.2%	2.0%	3.1	2.1	6.5	2.1%	0.476	-0.208	0.775	0.152	-0.1%	i	17.5
COC(=O)[C@@H](N)CS	x	x	x	x	3.3%	14.2%	1.9	3.4	11.3	-1.1%	2.05	-0.265	1.32	-0.365	8.8%	i	0.4
CCCn1nnc(NCc2ccc(OCc3cccs3)c(OC)c2)n1	0.9	1075	-0.41	1727	0.7%	18.0%	2.9	1.3	5.1	-2.8%	-0.645	-0.27	0.164	-0.0627	18.5%	i	-2.9
Cc1c(C2(c3c(C)n(C)n(-c4ccccc4)c3=O)C(=O)Nc3ccc(F)cc32)c(=O)n(-c2ccccc2)n1C	-4.2	1138	x	x	0.6%	6.0%	3.3	3.0	8.7	0.0%	0.334	-0.253	-0.026	1.01	20.5%	i	8.8
O=C(Cc1ncn[nH]1)NCCc1ccccc1	-0.6	1186	0.33	947	5.7%	20.2%	7.0	2.1	5.4	-1.0%	-1.26	-0.224	-0.759	0.455	2.0%	i	11.0
COC(=O)C(Oc1ccc2c(-c3ccc(OC)cc3)cc(=O)oc2c1)c1ccccc1 (stereo unspecified)	0.7	1051	1.19	1434	0.3%	-2.2%	4.5	2.4	2.1	8.0%	0.0265	-0.286	-0.125	0.899	-1.6%	i	22.7
CCOC(=O)C(CCOc1cccc(CC)c1)C(=O)OCC	-2.3	1173	-0.06	1020	0.5%	1.4%	5.3	3.4	6.0	-1.3%	1.07	-0.235	0.594	-0.821	-3.8%	i	18.1
COc1ccc(C)cc1N(CC(N)=O)S(=O)(=O)c1ccc(C)cc1	-3.2	806	0.73	1209	-0.2%	4.8%	2.7	2.0	0.3	-1.8%	0.834	-0.182	0.85	-0.455	14.0%	i	0.1
C=C(C)CSCc1nc2ccccc2[nH]1	-0.3	1124	x	x	0.3%	11.5%	3.7	2.4	7.3	-2.2%	0.217	-0.233	0.103	0.358	15.8%	i	-6.9
Cc1cc(C)c(S(=O)(=O)c2ccc(Cl)cc2)c(Cl)n1	2.0	1012	0.26	1299	-1.5%	14.3%	2.8	3.1	2.9	-0.6%	-1.19	-0.393	-0.251	1.15	2.5%	i	-3.2
c1cn(C23CC4CC(CC(C4)C2)C3)cn1	-2.4	1056	0.57	1191	0.1%	1.8%	3.4	1.6	4.9	x	0.0857	-0.0153	0.283	-0.261	3.7%	i	2.3
CCc1cc2c(SCC(=O)N3CC(=O)Nc4ccccc43)ncnc2s1	-2.0	567	0.06	1501	0.1%	-0.7%	3.4	1.9	3.3	0.7%	2.76	-0.166	1.31	-1.84	19.4%	i	-1.8
COc1ccc(C2c3ccc4ccccc4c3Oc3ncn(CCCO)c(=N)c32)cc1 (stereo unspecified)	0.3	1152	-0.27	702	-1.4%	4.5%	x	x	x	x	2.37	2.68	1.78	-3.16	1.2%	x	x
O=C1CN(c2cc(Cl)cc(Cl)c2)C(=O)CN1/N=C/c1cccnc1	0.3	1044	0.42	1397	0.4%	-8.3%	x	x	x	x	1.04	-0.249	0.481	-0.131	-5.4%	x	x
COC(=O)CSc1ccc(S(=O)(=O)N2CCC(C)CC2)cc1[N+](=O)[O-]	-0.3	435	-0.24	1067	-0.3%[50 µM]	-3.0%	7.5	2.3	9.6	-0.5%	-1.01	-0.296	-0.00845	1.04	-5.1%	i	2.4
O=C(OCn1ncc(Cl)c(Cl)c1=O)c1ccc(C(F)(F)F)cc1	x	x	x	x	0.1%	-4.0%	0.7	0.7	5.7	0.2%	-3.05	0.476	-1.98	0.643	5.2%	i	-5.5
NCCS(=O)(=O)NC1CCCCC1	0.0	993	0.89	1496	0.2%	x	3.3	1.4	9.7	-0.9%	-0.367	-0.345	0.133	0.802	x	i	3.1
Cc1cc(C(=O)NCC(=O)OCC(=O)N(C)C2CCCCC2)ccc1[N+](=O)[O-]	-1.1	530	-0.07	1406	1.0%	7.3%	1.0	2.4	9.3	-1.6%	0.362	-0.238	0.493	-0.712	11.8%	i	1.7
CC(=O)C1=C(O)C(=O)N(c2ccc(S(N)(=O)=O)cc2)C1c1cccc([N+](=O)[O-])c1 (stereo unspecified)	-0.5	1104	-0.41	1502	0.4%[50 µM]	2.0%	x	x	x	x	-0.346	-0.252	-0.213	0.919	6.6%	x	x
CCCCNC(=O)CCn1c(=O)c2ccccc2n(CC(=O)Nc2ccccc2OCC)c1=O	x	x	-0.19	1314	0.3%	2.1%	1.5	3.0	7.7	-2.5%	1.4	0.0404	1.12	-1	10.4%	i	6.6
CNS(=O)(=O)c1ccc(NC(=S)Nc2ccc3c(c2)OCO3)cc1	-1.2	1002	-0.27	1531	-0.3%	5.1%	1.4	2.2	0.8	-2.1%	-1.05	-0.299	-0.494	0.624	-1.6%	i	13.7
COCCCn1c(SCCc2ccccc2)nc2cc(OC)c(OC)cc2c1=N	1.0	1064	-0.12	1259	-0.1%	2.8%	3.5	2.5	8.0	-1.4%	0.336	-0.328	-0.414	-0.316	2.7%	i	8.4
CCn1c(C)nc2cc(C(=O)N=Nc3c(O)[nH]c4ccccc34)ccc21	-0.2	994	-0.01	1186	x	5.1%	1.2	3.4	8.9	-1.6%	-0.833	-0.288	-0.905	1.02	-5.5%	i	6.2
O=C(N1CCCCC1)N1CCN(C(=O)N2CCCCC2)CC1	-0.4	1159	-0.27	1269	0.0%	1.6%	2.7	2.2	1.9	0.2%	0.111	0.184	0.911	-1.02	7.9%	i	10.7
